# ADAM10 inh – ADAM10 inhibition, QFRET primary screen; hit rate 0.62% among 370,000; recombinant ADAM10, EDANS/DABCYL FRET peptide cleavage, 3 h; inhibition, % at 7 µM; O14672; AID 720582;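 active = inhibition above a per-campaign cutoff equal to the mean of compounds falling between control-based bounds plus 3 SD, cut at about 20% in these data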;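 also: 0% = DMSO wells while the 100% control is not disclosed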
# NPR2 activator – GC-B (human) receptor activation; P20594; HEK293-GC-B cells, CNP EC30, cGMP TR-FRET; 0% at EC30 CNP, 100% saturating CNP; activation, % at 10 µM; hit rate 0.11% among 370,000;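 active = activation at 10 µM reaching about 35% in either raw or pattern-adjusted values, limit read from the data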
# hgDAF12 agonist – hgDAF-12 agonism, primary luciferase screen. activation, % at 6.8 µM. HEK293 GAL4-hgDAF12 UAS-luciferase reporter, agonist luminescence; normalized to butyrate control. hit rate 1.8% among 370,000;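 active = activation above a cutoff set at the mean of all screened compounds plus 3 SD, cut at about 10% in these data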;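 also: 0% = DMSO wells and 100% = sodium butyrate wells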
# ssDAF-12 act – activators of S. stercoralis DAF-12 nuclear receptor; HEK293 ssDAF-12/GRIP1 lit1-tk-luc reporter, luminescence; % of 3 µM dafachronic acid response; hit rate 1% among 370,000; AID 652126; activation, % at 6.8 µM;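 active = activation above the mean over all tested compounds plus 3 SD, cut at about 0.9% in these data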;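 also: 0% = DMSO-only wells and 100% = 3 µM delta7-dafachronic acid wells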
# DAX1 inh-1 – inhibitors of DAX1 repression of SF-1 activated StAR promoter; HEK293T StAR-luciferase reporter, SF-1/DAX-1 repression relief; inhibition, % at 6.8 µM; hit rate 1.1% among 370,000; AID 652010;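 active = inhibition above the mean over all tested compounds plus 3 SD, cut at about 3.6% in these data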;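 also: 0% = DAX-1 cells with DMSO and 100% = cells lacking DAX-1 with DMSO; higher inhibition means more luminescence from relief of DAX-1 repression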
# SMARCA2 act – SMARCA2 function activation, primary screen. AID 652017. activation, % at 9.1 µM. MG213 cells, MMTV-luciferase reporter, dexamethasone, overnight. hit rate 1% among 370,000; in the data active = activation above about 7.8%;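 also: 0% = vehicle wells and 100% = reference activator wells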
# GAA850 FXN act – increases GAA850 frataxin promoter reporter activity; HEK293 lucGAA850 FXN promoter luciferase reporter, 24 h; percent of 10 µM SAHA response; activation, % at 6 µM; hit rate 0.56% among 360,000; AID 540364;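 active = activation above the average of all compounds screened plus 3 SD, cutoff fixed separately per campaign, cut at about 7.5% in these data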;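 also: 0% = DMSO wells and 100% = 10 µM SAHA wells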
# sPLA2-III inh – Inhibits HGIII-sPLA2 liposome hydrolysis, primary screen; Q9NZ20; QFRET BODIPY PC-A2 liposome hydrolysis, fluorescence; inhibition, % at 12.2 µM; hit rate 0.56% among 370,000; AID 743126;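 active = inhibition above mean plus 3 SD of compounds lying within the high and low control bounds, cut at about 19% in these data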;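 also: 0% = median of test compound wells and 100% = no enzyme DMSO wells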
# hcDAF12 agonist – H. contortus DAF-12 activation, primary screen | hit rate 1.4% among 370,000 | activation, % at 6.8 µM | HEK293 hcDAF-12 lit1-tk-luc reporter, luminescence; 0% DMSO, 100% Δ7-dafachronic acid;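 active = activation above the mean of all tested compounds plus 3 SD, cut at about 5.5% in these data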;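 also: 100% = response to 3 µM Δ7-dafachronic acid high control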
# NPR1 activator – GC-A (human) enzyme activation | hit rate 0.14% among 370,000 | AID 1671463 | activation, % at 10 µM | P16066 | HEK293 GC-A cells, cGMP TR-FRET, EC30 ANP; 0% at EC30 ANP, 100% saturating ANP; in the data active = activation above about 40%
# Target sequence (P16066 whole entry, looked up): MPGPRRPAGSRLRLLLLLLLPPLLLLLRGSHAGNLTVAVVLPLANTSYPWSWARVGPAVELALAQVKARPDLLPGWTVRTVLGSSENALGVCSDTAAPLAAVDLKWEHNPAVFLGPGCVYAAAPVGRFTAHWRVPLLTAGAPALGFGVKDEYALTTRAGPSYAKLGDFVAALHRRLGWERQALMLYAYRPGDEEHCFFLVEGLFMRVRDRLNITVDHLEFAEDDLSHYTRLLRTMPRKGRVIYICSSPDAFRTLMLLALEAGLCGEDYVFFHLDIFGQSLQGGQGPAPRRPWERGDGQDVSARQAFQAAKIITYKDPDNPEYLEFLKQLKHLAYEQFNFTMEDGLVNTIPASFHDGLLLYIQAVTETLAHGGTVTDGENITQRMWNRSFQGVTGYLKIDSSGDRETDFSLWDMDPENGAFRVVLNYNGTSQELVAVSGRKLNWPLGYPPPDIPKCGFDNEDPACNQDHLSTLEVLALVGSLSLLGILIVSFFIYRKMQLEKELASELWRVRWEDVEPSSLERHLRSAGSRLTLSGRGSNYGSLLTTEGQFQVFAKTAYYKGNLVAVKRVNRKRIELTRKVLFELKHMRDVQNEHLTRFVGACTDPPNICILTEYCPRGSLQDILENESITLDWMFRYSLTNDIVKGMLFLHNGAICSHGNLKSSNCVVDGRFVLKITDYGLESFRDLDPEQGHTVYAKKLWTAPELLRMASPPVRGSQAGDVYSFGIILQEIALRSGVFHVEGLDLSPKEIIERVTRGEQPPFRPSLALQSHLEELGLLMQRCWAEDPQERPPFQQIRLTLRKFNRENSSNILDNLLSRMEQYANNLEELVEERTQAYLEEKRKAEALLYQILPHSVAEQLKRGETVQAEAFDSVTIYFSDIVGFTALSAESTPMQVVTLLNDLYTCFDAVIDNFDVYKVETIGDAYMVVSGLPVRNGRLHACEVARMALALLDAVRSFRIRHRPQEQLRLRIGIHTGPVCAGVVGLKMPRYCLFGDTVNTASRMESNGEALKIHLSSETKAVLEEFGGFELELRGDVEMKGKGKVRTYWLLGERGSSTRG
# DAX1 inh-2 – NR0B1 (DAX1) inhibition. HEK293 Gal4-DAX1 luciferase reporter, luminescence. inhibition, % at 6.75 µM. hit rate 0.99% among 340,000. P51843. AID 504766;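 active = inhibition above the mean over all tested compounds plus 3 SD, cut at about 4.2% in these data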;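 also: 0% = DAX1-transfected cells with DMSO and 100% = empty-vector control cells with DMSO; inhibition shows as a rise in luminescence from relieved DAX1 repression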
# Active calls of the source: *; i = inactive; / = no result given.
# Assay codes – A = ADAM10 inh; B = NPR2 activator; C = hgDAF12 agonist; D = ssDAF-12 act; E = DAX1 inh-1; F = SMARCA2 act; G = GAA850 FXN act; H = sPLA2-III inh; I = hcDAF12 agonist; J = NPR1 activator; K = DAX1 inh-2
[1] CCCCN=Cc1c(O)n(-c2c(C)cc(C)cc2C)c(=O)[nH]c1=O
  A: 1 | B: 0 | C: -2.6 | D: -0.9 | E: 0.2 | F: -2 | G: 1.1 | H: 5 | I: 1.6 | J: 3 | K: -0.5

[2] CN(C)C(=O)Oc1ccc2ccccc2c1Cl
  A: -1 | B: 1 | C: -3.4 | D: -1.7 | E: 0.2 | F: 0 | G: -0.4 | H: 2 | I: -1.6 | J: 5 | K: -0.5

[3] COC(=O)C1=C(c2ccc(-c3ccccc3)c(F)c2)C[C@@H]2CC[C@H]1N2C(=O)NCc1cc(C)oc1C(F)(F)F
  A: 3 | B: -2 | C: -0.9 | D: -1.9 | E: 0.1 | F: -1 | G: -9.0 | H: 9 | I: -2.3 | J: -3 | K: -0.4

[4] CC/C(=N\N1CCCCCC1)c1c(O)n(-c2ccc(C)cc2)c(=O)[nH]c1=O
  A: -2 | B: 6 | C: -2.4 | D: -0.9 | E: -0.5 | F: -5 | G: 3.8 | H: -4 | I: -2.1 | J: 7 | K: -1.0

[5] CC(=O)c1ccc(NC2=NCCCS2)cc1
  A: -4 | B: -1 | C: 2.2 | D: -0.6 | E: 1.0 | F: 0 | G: 2.4 | H: 4 | I: -1.2 | J: 1 | K: 0.5

[6] CCN(CC)C(=O)c1ccc(NC(=O)CSc2nnnn2-c2cc(OC)ccc2OC)cc1
  A: -2 | B: -2 | C: -1.9 | D: -2.3 | E: -0.9 | F: -5 | G: -2.0 | H: -13 | I: -2.9 | J: 3 | K: -2.1

[7] CC(=O)C1CCC2C3CC(O)C4CC(O)CCC4(C)C3CCC12C (stereo not drawn)
  A: -4 | B: -11 | C: 1.8 | D: -1.3 | E: 0.9 | F: 2 | G: 1.1 | H: -4 | I: -0.6 | J: 2 | K: 1.5

[8] Cc1ccc(-n2c(O)c(/C=N/Nc3ccccc3)c(=O)[nH]c2=O)cc1C
  A: -9 | B: 1 | C: 1.9 | D: -1.6 | E: -0.3 | F: -1 | G: / | H: -13 | I: 0.4 | J: -2 | K: /

[9] O=C1NCN(c2ccccc2)C12CCN(C(c1nnnn1-c1ccc3c(c1)OCCO3)C1CC1)CC2 (stereo not drawn)
  A: 1 | B: -9 | C: 3.2 | D: -1.5 | E: -0.3 | F: -1 | G: / | H: -1 | I: -1.7 | J: -8 | K: /

[10] CCCCn1c(O)c(C=Nc2c(C)n(C)n(-c3ccccc3)c2=O)c(=O)[nH]c1=O
  A: -6 | B: 3 | C: -1.3 | D: -0.8 | E: 1.9 | F: 0 | G: 0.5 | H: -3 | I: -0.5 | J: 7 | K: 0.3

# Whole records from above.
# Profile of `CC/C(=N\N1CCCCCC1)c1c(O)n(-c2ccc(C)cc2)c(=O)[nH]c1=O` : ADAM10 inh: -2; NPR2 activator: 6; hgDAF12 agonist: -2.4; ssDAF-12 act: -0.9; DAX1 inh-1: -0.5; SMARCA2 act: -5; GAA850 FXN act: 3.8; sPLA2-III inh: -4; hcDAF12 agonist: -2.1; NPR1 activator: 7; DAX1 inh-2: -1.0
# Profile of `CCCCN=Cc1c(O)n(-c2c(C)cc(C)cc2C)c(=O)[nH]c1=O` : ADAM10 inh: 1; NPR2 activator: 0; hgDAF12 agonist: -2.6; ssDAF-12 act: -0.9; DAX1 inh-1: 0.2; SMARCA2 act: -2; GAA850 FXN act: 1.1; sPLA2-III inh: 5; hcDAF12 agonist: 1.6; NPR1 activator: 3; DAX1 inh-2: -0.5
# Profile of `CC(=O)C1CCC2C3CC(O)C4CC(O)CCC4(C)C3CCC12C` (stereo not drawn) : ADAM10 inh: -4; NPR2 activator: -11; hgDAF12 agonist: 1.8; ssDAF-12 act: -1.3; DAX1 inh-1: 0.9; SMARCA2 act: 2; GAA850 FXN act: 1.1; sPLA2-III inh: -4; hcDAF12 agonist: -0.6; NPR1 activator: 2; DAX1 inh-2: 1.5

# Looked up above:
# ADAM10 inh with CCN(CC)C(=O)c1ccc(NC(=O)CSc2nnnn2-c2cc(OC)ccc2OC)cc1 is entered as -2
# ssDAF-12 act with CCCCn1c(O)c(C=Nc2c(C)n(C)n(-c3ccccc3)c2=O)c(=O)[nH]c1=O is entered as -0.8

# Other entries.
# Assay codes – A = ADAM10 inh; B = NPR2 activator; C = hgDAF12 agonist; D = ssDAF-12 act; E = DAX1 inh-1; F = SMARCA2 act; G = GAA850 FXN act; H = sPLA2-III inh; I = hcDAF12 agonist; J = NPR1 activator; K = DAX1 inh-2
[11] C=CCN1C(=O)NC(=O)/C(=C/c2ccc(OCC(=O)Nc3ccc(C)cc3)cc2)C1=O
  A: 0 | B: -2 | C: 1.8 | D: 0.1 | E: -2.5 | F: -1 | G: 1.2 | H: -2 | I: -0.6 | J: 0 | K: 0.3

[12] CN1CCN(/N=C/c2c[nH]c3ccccc23)CC1
  A: 9 | B: -5 | C: 0.5 | D: 0.6 | E: 0.1 | F: 2 | G: 1.6 | H: -2 | I: 1.5 | J: -6 | K: 0.8

[13] COc1ccc(NC(=S)NC(NC(=O)CF)C(Cl)(Cl)Cl)c([N+](=O)[O-])c1 (stereo not drawn)
  A: -1 | B: 4 | C: 1.5 | D: -1.2 | E: 0.1 | F: -1 | G: -0.8 | H: 2 | I: 0.0 | J: 0 | K: -0.6

[14] O=C1c2ccccc2C(=O)N1Cc1nc2ccccc2c(=O)n1-c1ccccn1
  A: -2 | B: -3 | C: 0.5 | D: -1.2 | E: -0.6 | F: -3 | G: -0.8 | H: 2 | I: 1.0 | J: -4 | K: 0.6

[15] O=c1c2cc(Cl)cc(Cl)c2nc(CN2CCOCC2)n1-c1ccccc1F
  A: -5 | B: -7 | C: 3.0 | D: -1.0 | E: 0.5 | F: 4 | G: 2.1 | H: 4 | I: -0.2 | J: -4 | K: 0.6

[16] CCN(CC)CCN=Cc1c(O)n(CCC2=CCCCC2)c(=O)[nH]c1=O
  A: -8 | B: 2 | C: 1.4 | D: -0.6 | E: 0.3 | F: 0 | G: 0.9 | H: 3 | I: -1.0 | J: -2 | K: -0.3

[17] COCCOC(=O)c1c(N)n(Cc2ccc(OC)cc2)c2nc3ccccc3nc12
  A: i | B: 47* | C: -5.9 | D: -1.8 | E: -1.3 | F: -1 | G: -1.7 | H: -13 | I: -1.1 | J: 47* | K: -1.2

[18] Cc1c(N=Cc2c(O)n(Cc3ccccc3)c(=O)[nH]c2=O)c(=O)n(-c2ccccc2)n1C
  A: 1 | B: -2 | C: -2.6 | D: -1.4 | E: -0.3 | F: 0 | G: -0.9 | H: -1 | I: -1.5 | J: -1 | K: -1.3

[19] CSc1cccc(NP2(=O)OCC(C)([N+](=O)[O-])CO2)c1 (stereo not drawn)
  A: -11 | B: 3 | C: 2.3 | D: -1.1 | E: -0.1 | F: -3 | G: -0.7 | H: 6 | I: -1.6 | J: 3 | K: 0.5

[20] CC1CN(c2ccc([N+](=O)[O-])c(N3CCCCC3)c2)CCN1 (stereo not drawn)
  A: 5 | B: 2 | C: 0.1 | D: -2.1 | E: -0.4 | F: 7 | G: 1.7 | H: 5 | I: -0.9 | J: 5 | K: /

# Compound activity from PubChem BioAssay.

# Not all compounds are listed; count on the stated rates, not on these rows.
